# IL1B secr inh – inflammasome signaling inhibition, IL-1 beta readout; hit rate 4.7% among 360,000; activity change, % at 57.5 µM; THP-1 LPS/ATP IL-1B secretion, AlphaLISA, 16 h; active compounds read low; in the data active = activity change below about -50%; inconclusive = mostly about -30% to -49%; also: % is scaled to controls: 0 for no effect and ±100 for the full control effect
#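 Secreted IL-1B measured by AlphaLISA bead assay after 16 h compound exposure of THP-1 cells; compounds (final up to 57.5 uM) added 1 h before LPS (250 ng/mL) and ATP (1.25 mM) stimulation; lower signal means less secretion.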
# HT1080 IDH1KD tx – kills HT-1080 cells with IDH1 knockdown. HT-1080 IDH1 knockdown viability, ATP luminescence, 48 h. Potency, µM (series often up to 46.1 µM), inactives show top-dose activity, negative = toxicity, actives largely listed as cytotoxic. hit rate 2% among 360,000. AID 686971;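 also: potency is read from the fitted curve at half-maximal effect; 0% = DMSO wells and -100% = cell-free medium wells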
#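 IDH1KD HT-1080 cells, 750/well, RPMI + 5% FBS; compound pinned after 2 h settling; 48 h, 37 °C; CellTiter-Glo luminescence; % activity normalised to DMSO and no-cell wells; curves fitted, classed by r2 and efficacy.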
# HepG2 viability – kills HepG2 cells in TGF-b inhibitor counter-screen; HepG2 CAGA-GFP viability, ATP luminescence, 18 h; Potency, µM (top dose mostly 46.1 µM), inactives show at the top dose activity change, negative = cytotoxicity, hits mostly cytotoxic; hit rate 0.76% among 410,000; also: potency is read from the fitted curve at half-maximal effect; some results filed as inactive show a strong effect at the top dose
#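 CellTiter-Glo luminescence gave cytotoxicity after 18 hours at 37 degrees C. The cells were HepG2 CAGA-GFP in 1% FBS DMEM, stimulated with 500 pg/mL TGF-beta after compound addition. %Activity was normalised to no-cell wells (complete cell-killing) and DMSO (no toxicity), and curves were fitted and classified.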
# HT1080NT lethal – kills 2HG-producing HT-1080-NT fibrosarcoma cells | Potency, µM (top dose mostly 46.1 µM), for the others: at the top dose activity, negative = less viability, hits mostly cytotoxic | hit rate 1.6% among 360,000 | HT-1080-NT fibrosarcoma viability, CellTiter-Glo ATP luminescence, 48 h | AID 686970;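 also: NT is the 2HG producing partner of a matched IDH1 knockdown line; potency is read from the fitted curve at half-maximal effect; 0% = DMSO-treated cells and -100% = media-only wells without cells; nearly all actives have a fitted effect of over 55% in size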
#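 Toxicity toward the 2HG-producing NT line was scored as %Activity, normalised to DMSO and no-cell wells, from CellTiter-Glo luminescence after 48 hours' treatment.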
# MCF10A rereplic – induces DNA re-replication in MCF 10a normal breast cells | AID 624296 | Potency, µM (highest dose often 46.1 µM), for the others: top-dose activity, positive = re-replication, usual class: activators | MCF 10A DNA re-replication, Hoechst nuclear intensity, 48 h | hit rate 2.9% among 350,000; also: potency is read from the fitted curve at half-maximal effect; % of control where 0% means no effect; nearly all actives have a fitted effect of over 50% in size
# ATXN2 expr inh – reduces ATXN2 reporter expression in HEK-293 cells | HEK-293 ATXN2-luciferase reporter, luminescence, 24 h | Potency, µM (doses to about 57 µM), inactives show top-dose activity change, negative = inhibition, most hits filed as inhibitors | hit rate 0.72% among 360,000 | AID 1745845; also: potency is read from the fitted curve at half-maximal effect; % is scaled to controls: 0 for no effect and ±100 for the full control effect; nearly all actives have a fitted effect of over 55% in size
#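 qHTS (up to 57 uM final) was run with 24 h compound exposure of reporter cells at 37 °C. Each well was multiplexed: SteadyGlo luminescence measured ATXN2-luciferase expression after a fluorogenic Gly-Phe-AFC viability readout (25 uM final).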
# KB-3-1 tox – KB-3-1 parental cell cytotoxicity; Potency, µM (highest dose often 46.1 µM), for inactives: top-dose activity change, negative = cytotoxic, hits mostly cytotoxic; AID 1347075; KB-3-1 viability, CellTiter-Glo ATP luminescence, 72 h; hit rate 1.4% among 400,000; also: potency is read from the fitted curve at half-maximal effect; % is scaled to controls: 0 for no effect and ±100 for the full control effect; nearly all actives have a fitted effect of over 60% in size
#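 Parental KB-3-1 adenocarcinoma cells in phenol-red-free DMEM with 10% FBS were pin-treated with compounds at several concentrations, incubated 72 h at 37 °C, and viability read by CellTiter-Glo luminescence; concentration-effect curves were fitted after normalization.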
# SW480 rereplic – inducers of DNA re-replication in SW480 colon cancer cells; SW480 DNA re-replication, Hoechst DNA content imaging, 48 h; hit rate 1.8% among 340,000; Potency, µM (doses to about 46.1 µM), for inactives: top-dose re-replication activation, actives largely listed as activators; also: potency is read from the fitted curve at half-maximal effect; % of control where 0% means no effect; nearly all actives have a fitted effect of over 55% in size
#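 Quantitative HTS format with DMSO vehicle controls; 48 hr drug incubation at 37 C, then 40 min Hoechst staining and scanning imager measurement at 405 nm excitation.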
# ATXN viability – cell viability loss in ATXN counter-screen | S2 cells (HEK-293 line with an ATXN2-luciferase reporter) viability, CellTiter-Fluor protease fluorescence, 24 h | Potency, µM (top dose mostly 56.7 µM), usual class: cytotoxic | hit rate 0.49% among 400,000; also: potency is read from the fitted curve at half-maximal effect; nearly all actives have a fitted effect of over 40% in size
# Numbers without * were called inactive; i = inactive; ? = inconclusive; / = no result given; [ ] = dose if it differs, or a comment. Unless noted, calls follow the shape of the dose curve; as a rule, active = well fitted curve in the direction sought with a large enough effect; inconclusive = small, poorly fitted or top-dose-only effect, or another doubt; inactive = no such curve, though single readings can be large; an effect the other way counts as inactive or inconclusive.
SMILES,IL1B secr inh,HT1080 IDH1KD tx,HepG2 viability,HT1080NT lethal,MCF10A rereplic,ATXN2 expr inh,KB-3-1 tox,SW480 rereplic,ATXN viability
N#Cc1c(N)n(CCOC(=O)c2ccc(Cl)cc2)c2nc3ccccc3nc12,-16,?,-6%,-22%,?,-15%,-10%,21µM*,/
Cc1ccc(OCc2nnc(SCC(=O)O)n2N)cc1,13,4%,15%,-2%,-20%,-8%,8%,0%,i
Cc1ccc(CNC(=O)c2cc3c(=O)n4cccc(C)c4nc3s2)cc1,/,/,-2%,/,/,4%,6%,/,i
CCCOc1ccccc1OCC(=O)Nc1cc(Cl)ccc1-n1cncn1,?,-17%,-3%,-7%,14%,-8%,0%,20%,i
COc1ccc(NC(=O)C2CCCN(c3nccc(C)n3)C2)cc1 (stereo unspecified),9,11%,-3%,12%,15%,-9%[11.3 µM],10%,-19%,i
COc1ccc(-c2cc3nc4ccccc4n3c(N)c2C#N)cc1,0,-15%,-13%,-7%,9%,38%[activator],0%,30%,i
CCNC(=O)/C(C#N)=C/c1c(N2CCCCCC2)nc2ccccn2c1=O,1,7%,-1%,9%,2%,/,1%,15%,i
Cn1cnnc1SCC(=O)c1ccc(OC(F)F)cc1,-6,?,-1%,12%,8%,3%,-2%,-2%,i
COc1ccc(NC(=O)c2cc(=O)[nH]c(=O)[nH]2)cc1S(=O)(=O)Nc1ccccc1Cl,15,-16%,-16%,?,-25%,6%,-6%,-4%,i
Cc1oc(-c2cccc(C(F)(F)F)c2)nc1CN1CCOCC1,15,13%,4%,2%,-1%,4%,-8%,-9%,i
O=C1CC2CCCN2C=C1I (stereo unspecified),5,0%,1%,-2%,-6%,1%,9%,-55%[inhibitor][9.22 µM],i
CCCc1nnc(NC(=S)Nc2ccccc2)s1,-5,12%,-30%,16%,-1%,43%[activator],-6%,5%,i
COCCn1c(C)cc(C(=O)COC(=O)c2ccc(NC(=O)CC#N)cc2)c1C,-15,18%,3%,11%,10%,44%[activator],3%,18%,?
Cc1c(Cc2ccccc2)c(=O)oc2cc(OC(=O)c3ccccc3)ccc12,29,-14%,-6%,-2%,18%,-4%,2%,3%,/
CC1(C(=O)O)CCC(C(=O)Nc2ccc(OC(F)(F)Cl)cc2)C1(C)C (stereo unspecified),17,0%,0%,0%,13%,/,0%,-7%,?
Cc1c(CCOC(=O)CC23CC4CC(CC(C4)C2)C3)sc[n+]1CC(=O)c1ccccc1,?,?,-109%,-22%,?,-58%,?,-12%,/
Cn1c(=O)[nH]c(=O)c2c1nc(Br)n2Cc1ccccc1F,-3,-4%,-24%,6%,22%,6%,-1%,-9%,i
Cc1ccc(Nc2ncnc3sc(C)c(C)c23)cc1C,9,0%,-16%,-15%,7%,-10%,1%,?,i
COc1ccc(C(C)NC(=O)C2CCCO2)cc1OC (stereo unspecified),22,7%,2%,0%,3%,4%,5%,-12%,i
O=C(NC1CCCCC1)C(C1CC1)n1c(=O)c(-c2ccccc2)nc2ccccc21 (stereo unspecified),-10,?,/,-26%,/,/,3%,/,/
COc1ccc(NS(=O)(=O)c2ccc(NC(=O)C3CCCO3)cc2)cc1 (stereo unspecified),26,-10%,-25%,-8%,-7%,-17%,-1%,-3%[9.22 µM],i
Fc1ccc(NC(=S)NCCc2ccccc2)c(F)c1F,-65*,?,-21%,?,-10%,11%,16%,-27%,i
Cn1c(/C=C(\C#N)C(N)=S)ccc1-c1ccc(Br)cc1,85,?,-30%,?,?,?,-27%,0%,/
CCN(Cc1ccccc1)C(=O)COC(=O)c1n[nH]c2ccccc12,-15,3%,9%,0%,2%,6%,3%,3%,i
CCOC(=O)c1sc(C)c2c1NC(c1ccc(Cl)cc1)NC2=O (stereo unspecified),0,?,2%,?,0%,-6%,1%,0%,i

# Going on with the list.
SMILES,IL1B secr inh,HT1080 IDH1KD tx,HepG2 viability,HT1080NT lethal,MCF10A rereplic,ATXN2 expr inh,KB-3-1 tox,SW480 rereplic,ATXN viability
CC(NC(=O)Cc1ccccc1F)c1ccc(F)cc1 (stereo unspecified),-3,0%,-15%,8%,-2%,-27%,2%,1%,i
CCN(CC)c1ccc2cc(NC(=O)CCC(=O)O)c(=O)oc2c1,74,0%,-27%,-3%,11%,7.9µM*,12%,17%,/
CC(C)(C)N1C(=O)c2ccc(C(=O)Nc3ccc(C(=O)O)cc3)cc2C1=O,5,3%,-29%,-8%,-1%,-6%,8%,-8%,i
CCC(CC)=NNc1ccc([N+](=O)[O-])cc1[N+](=O)[O-],-12,-15%,2%,-18%,5%,-24%,-4%,3%,i
COC(=O)Nc1ccc(S(=O)(=O)NCCCCCC(=O)O)cc1,7,24%,-19%,9%,-4%,-21%[11.3 µM],9%,-6%,i
O=C(NCc1ccc2c(c1)OCO2)C1CCC(CNS(=O)(=O)c2cccc3nsnc23)CC1 (stereo unspecified),1,6%,-31%,13%,-7%,-2%,-11%,-8%,i
Cc1nc(C)c(-c2ccc(SCC(=O)Nc3cccc(F)c3)nn2)s1,i,-17%,0%,?,-7%,3%,12%,1%,i
CC(=O)Nc1ccc(S(=O)(=O)N2CCN(C(C)CCc3ccccc3)CC2)cc1 (stereo unspecified),-10,1%,-24%,3%,?,0%,0%,0%,i
CCOc1ccc2nc(SCC(=O)c3ccc(O)cc3O)sc2c1,1,-9%,-5%,-2%,?,/,0%,-5%,i
Cc1ccc(C=NNc2nc3c([nH]2)c(=O)n(C)c(=O)n3C)cc1,0,17%,-8%,-3%,-1%,-6%,10%,?,i
CCOC(=O)[C@]12CCC=C1N(Cc1ccco1)C(=O)[C@H](CC(=O)NCc1cccc(C(F)(F)F)c1)C2,?,?,/,?,/,-16%,-6%,/,i
O=C(Cn1cnc2ccccc2c1=O)N1CCN(c2ccc(F)cc2)CC1,5,16%,-2%,0%,?,-24%,11%,-6%,?
COCCNC(=O)C1(C)Oc2ccccc2NC1=O (stereo unspecified),-17,4%,0%,7%,-30%,-1%,-5%,?,i
Nc1n[nH]c(N)c1N=Nc1cccc(F)c1,-78*,19%,0%,9%,-1%,21%,-3%,0%,i
C=CCn1c(NS(=O)(=O)c2ccccc2)c(S(=O)(=O)c2ccc(C)cc2)c2nc3ccccc3nc21,-84*,17%,2%,5%,15µM*,-14%,?,?,?
CCC(=O)NCCc1nc2cc(NC(=O)c3ccccc3Cl)ccc2n1C,3,22%,-5%,19%,1%,6%,?,18%,?
O=C(CCn1cnnn1)NC1CCCN(Cc2ccccc2F)C1 (stereo unspecified),0,-1%,-6%,1%,-2%,-4%,12%,4%,i
COc1ccc2[nH]cc(C(=O)CNc3nc(C)cs3)c2c1,-12,-29%,-2%,-24%,?,56%[activator],1%,?,i
Cc1cccc(C2c3[nH]c4ccccc4c3CCN2Cc2cnn(-c3ccc(F)cc3)c2)n1 (stereo unspecified),25,-6%,-2%,-1%,-2%,-20%[11.3 µM],-6%,-2%,i
COc1ccc(-c2c(Sc3ccccc3)c3cc(-c4ccc5c(c4)OCO5)ccc3n2C)cc1,33,5%,/,13%,/,-19%,6%,/,?
CN1C(C(=O)NCc2cccc(Br)c2)CC2Cn3c(nc4cc5ccccc5cc43)C21 (stereo unspecified),-3,1%,-29%,6%,-6%,-6%,-6%,23%,?
CCCCN=C1NN=C(c2cc3ccccc3o2)CS1,-20,-25%,15%,-1%,?,/,-19%,11%,i
CN1CCC[C@@H]1CCNC(=O)c1c(-c2ccc3c(c2)OCO3)noc1-c1ccsc1,-76*,-1%,-19%,-3%,0%,-1%,?,-2%,i
Cc1ccc2nc(-c3ccc(NC(=O)COCC(=O)O)cc3)sc2c1,8,-2%,-37%,-5%,?,30%,-2%,?,i
CCCC(=O)Nc1nnc(SCC(=O)N2CCCCC2)s1,15,7%,-1%,4%,1%,-9%,3%,-6%,i

# Further records.
SMILES,IL1B secr inh,HT1080 IDH1KD tx,HepG2 viability,HT1080NT lethal,MCF10A rereplic,ATXN2 expr inh,KB-3-1 tox,SW480 rereplic,ATXN viability
O=c1cc(/C=C/c2ccccc2)oc2c1ccc1ccccc12,-4,-2%,-69%,5%,21µM*,-30%,-3%,-5%,?
CN(C)c1ccc(CNC(=O)CCNS(=O)(=O)c2cc(Br)cnc2N)cc1,-10,-4%,7%,2%,10%,14%,23%,-19%,i
O=C(Cc1cccs1)Nc1ccc(S(=O)(=O)Nc2ncccn2)cc1,32,6%,-18%,8%,-4%,3%,-3%,1%,i
O=C(NC1CCCCCCC1)c1ccc(F)cc1,-7,0%,-2%,1%,-1%,57%[activator],6%,1%,i
O=C(c1cnc(Cl)c(Cl)c1)N1CCC(Cc2ccccc2)CC1,-10,-7%,-3%,-6%,4%,12%[11.3 µM],-2%,2%,i
COc1cccc2cc(C(=O)NCc3ccc(Cl)cc3)c(=O)oc12,4,0%,-13%,1%,?,-9%,3%,2%,/
Cn1ncc2c(Nc3ccc(Cl)c(Cl)c3)ncnc21,35,2%,-22%,0%,21%,/,0%,-2%,?
CC/C(C)=N/Nc1nc(-c2cc3cccc(OC)c3oc2=O)cs1,/,?,1%,?,-20%,41%[activator],1%,8%,i
CCSc1cc(N2CCOCC2)nc(-c2ccccc2)n1,12,12%,-7%,11%,0%,5%,0%,423%,i

# Given with two lines to a compound: part of the list above.
# Value order – IL1B secr inh | HT1080 IDH1KD tx | HepG2 viability | HT1080NT lethal | MCF10A rereplic | ATXN2 expr inh | KB-3-1 tox | SW480 rereplic | ATXN viability
- O=C(c1cnc(Cl)c(Cl)c1)N1CCC(Cc2ccccc2)CC1
    -10 | -7% | -3% | -6% | 4% | 12%[11.3 µM] | -2% | 2% | i
- COc1cccc2cc(C(=O)NCc3ccc(Cl)cc3)c(=O)oc12
    4 | 0% | -13% | 1% | ? | -9% | 3% | 2% | /
- Cn1ncc2c(Nc3ccc(Cl)c(Cl)c3)ncnc21
    35 | 2% | -22% | 0% | 21% | / | 0% | -2% | ?

# Screens deposited in PubChem BioAssay by National Center for Advancing Translational Sciences (NCATS).

# No enrichment for hits. About 8.9% of those tested had a hit in this group.
